Screens (PubChem BioAssay)
EBNA-1 inhibitor: blocks EBNA-1 binding to DNA. EBNA-1 DNA binding, fluorescence polarization. inhibition, % at 14.8 µM. AID 1950. hit rate 0.34% among 300,000; in the data active means inhibition above about 28%
ZTA DNA inh: ZTA (EBV) inhibition in EBNA-1 counter-screen; P03206; ZTA-DNA binding, fluorescence polarization; inhibition, % at 11 µM; hit rate 0.15% among 320,000; AID 2234; in the data active means inhibition above about 33%
MEP2 TOR yeast: modulators of TOR pathway MEP2-GFP in S. cerevisiae; S. cerevisiae MEP2-GFP strain, flow cytometry GFP, 3 h; 100% = DMSO control level; GFP response vs DMSO, % at 10 µM; hit rate 0.51% among 330,000;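 active means GFP response versus DMSO above a set limit, roughly screen mean plus 3 SD, cut at about 180% in these data; inconclusive means fewer than 70 cells counted for a yeast strain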;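 further: median GFP fluorescence of the barcode-gated MEP2-GFP cells per well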
RPL19A TOR yeast: alters RPL19A-GFP fluorescence in TOR pathway yeast screen; S. cerevisiae RPL19A-GFP strain, flow cytometry, 3 h; stronger effect = lower value; percent response vs DMSO, % at 10 µM; hit rate 0.3% among 330,000; AID 2025;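 active means percent response vs DMSO below 50%; inconclusive means fewer than 70 events counted for the yeast strain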;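 further: median channel GFP fluorescence of the barcoded RPL19A-GFP strain; ratio of sample median GFP to plate DMSO average so 100% = DMSO; lower means less RPL19A-GFP as with rapamycin TOR inhibition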
procasp7 counter: counter-screen: procaspase-7 (human) activation; recombinant procaspase-7, Ac-DEVD-pNA absorbance 405 nm; D23A/D198A/D206A triple mutant, cannot self-cleave; scale: DMSO 0, 5 µM enzyme 100; hit rate 0.093% among 330,000; activation, % at 8.5 µM; P55210;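 active means percent activation above the screen-wide mean plus 3 SD, cut at about 25% in these data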
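Detection: p-Nitroaniline absorbance at 405 nm, read at 0 and 120 min; system: Uncleavable procaspase-7 mutant enzyme; evaluation: % activation from two-timepoint absorbance difference, scaled to controls; times: 1 h enzyme–compound preincubation and 2 h substrate reaction, both 25 °C; buffer or medium: Zinc-free HEPES pH 7.4 with 300 mM NaCl, 0.01% Triton X-100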
AHR activator: human AHR activation; P35869; AHR-responsive luciferase reporter cells, luminescence; activation, % at 5 µM; hit rate 2.5% among 320,000; in the data active means activation above about 47%;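 further: 0% = vehicle wells and 100% = reference agonist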
procasp3 activ: activators of human procaspase-3. P42574. activation, % at 8.5 µM. recombinant procaspase-3 D3A, Ac-DEVD-pNA absorbance 405 nm. AID 463141. hit rate 0.11% among 330,000;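 active means activation above the mean of all tested compounds plus 3 SD, cut at about 21% in these data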;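 further: 0% = DMSO alone and 100% = DMSO wells spiked with extra 5 µM PC-3 D3A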
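Evaluation: percent activation relative to control range; Material: Procaspase-3 D3A mutant, all three cleavage aspartates alanine; Compound: single dose, 8.5 µM nominal compound, 0.8% DMSO; Replication: one well per compound; Signal: absorbance at 405 nm, 0 and 120 min; Schedule: 1 h preincubation plus 2 h reaction at 25 °C.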
LAP4 TOR yeast: alters LAP4-GFP fluorescence in TOR pathway yeast screen; GFP response vs DMSO, % at 10 µM; AID 2023; S. cerevisiae LAP4-GFP multiplex, flow cytometry GFP, 3 h; median GFP as percent of DMSO wells; hit rate 0.34% among 320,000;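 active means GFP response vs DMSO above a set limit, about the screen mean plus 3 SD, cut at about 150% in these data; inconclusive means under 70 cell events counted for the yeast strain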
Numbers without * were called inactive; u = inconclusive; x = not tested or not shown.

SMILES	EBNA-1 inhibitor	ZTA DNA inh	MEP2 TOR yeast	RPL19A TOR yeast	procasp7 counter	AHR activator	procasp3 activ	LAP4 TOR yeast
Cc1cccc(NC(=O)c2sc(Cl)nc2C)c1C	2	-11	124	107	-7	4	8	101
CC1CN(CCCCOc2ccc(F)cc2)CC(C)O1 (stereo not given)	6	5	104	98	5	1	1	107
COc1ccc(C2=Nn3c(nnc3C(F)(F)F)SC2)cc1	10	13	97	99	0	1	2	93
O=C(NC1CC1)c1ccc2c(c1)C1C3CCC(C3)C1C(c1ccccc1)N2 (stereo not given)	-1	-22	95	92	-2	7	-4	106
Cc1cc(C)n(-c2ccc(C(=O)Nc3nc4ccccc4s3)cc2)n1	-7	-1	94	94	3	-8	-1	93
C/C(=C/C(=O)N1CCN(C)CC1)C(=O)O	-7	0	88	89	-9	1	2	89
O=C(O)CSCNC(=O)CC12CC3CC(CC(C3)C1)C2	-2	12	111	104	2	2	9	111
Cc1ccc(-c2cc(-c3ccco3)c3c(N)c(C(=O)NN)oc3n2)cc1	1	-13	105	110	-6	42	-1	111
Cc1ccccc1Oc1ncnc2oc(-c3ccccc3)cc12	4	-19	267*	x	6	-2	6	92
NC(=O)NC(=O)CSc1nnc(-c2ccc(Cl)cc2)n1CC1CCCO1 (stereo not given)	4	-13	99	95	0	1	7	106
COC(=O)Nc1ccc(Oc2ccccc2)cc1	-9	-2	89	93	4	3	4	119
COc1ccc(/C=C/C(=O)NCc2nc3ccccc3[nH]2)cc1OC	5	10	105	106	-1	16	4	99
C/C(Cc1ccccc1)=N\NC(=O)CNC(=O)c1ccc(Br)cc1	6	0	101	106	5	-2	-4	100
C/C(Sc1nnc(Cc2ccccc2)o1)=C(/O)c1ccccc1	0	-2	99	105	4	1	6	89
CC(C[N+](C)(C)C)OC(=O)C1(c2ccccc2)CCCC1 (stereo not given)	-8	2	102	100	-8	-2	9	109
C/C(=N\NC(=O)CNC(=O)c1ccccc1F)c1ccco1	4	5	104	101	-2	-2	4	102
COc1cc(CCN2C(=O)c3cccc4cccc(c34)C2=O)c(S(=O)(=O)NCCCO)cc1OC	-9	-5	98	95	-1	29	-4	95
CC1(C)OC(=O)C(=CSc2ccc(C(C)(C)C)cc2)C(=O)O1	-11	-8	106	102	-13	-1	-3	109
O=C(CCc1nc2ccccc2c(=O)[nH]1)Nc1ccc(F)cc1	13	9	103	105	-2	1	17	95
CCc1cc(C(=O)OC)c(NC(=O)CCCC(=O)O)s1	4	19	114	105	5	1	2	112
Cc1ccc(NC(=O)c2cc(S(=O)(=O)N(C)C)ccc2N2CCCC2)cc1S(=O)(=O)N(C)C	-6	0	92	96	7	1	9	102
COc1cccc(NC(=O)NCc2c(-c3ccccc3)noc2C)c1	-3	-2	105	102	3	2	6	108
COC(=O)c1sc(N)c(C(=O)OC)c1Cn1ncc(Cl)c(Cl)c1=O	-7	-5	106	102	-3	4	-2	98
CCOC(=O)Cn1c2[n+](c3ccccc31)CC(O)CS2 (stereo not given)	3	-9	101	101	-20	0	-21	100
O=C(ON=C1CCN(S(=O)(=O)c2ccccc2)CC1)c1cccc(Cl)c1	-2	-11	101	97	-4	-2	2	113
O=C1Nc2ccccc2C(O)(C(=O)NCc2ccco2)N1c1ccccc1 (stereo not given)	-3	-17	99	99	-1	-1	-9	106
O=c1[nH]c(-c2ccc3c(c2)OCO3)nc2c1sc(=S)n2-c1ccccc1	1	-6	103	99	1	7	2	107
c1coc(CNc2ncnc3sc4c(c23)CCCCC4)c1	-7	-1	97	97	-2	3	0	92
Cc1nc(SCc2ccc(O)c([N+](=O)[O-])c2)c([N+](=O)[O-])[nH]1	0	14	102	103	-40	0	-15	95
CC(Oc1ccccc1)c1ccnc(N)n1 (stereo not given)	-10	14	96	98	-5	2	2	103
COC(=O)c1ccc(CSc2nc3ccccc3c(=O)n2C)o1	-6	-4	87	86	6	1	4	84
O=C(O)CSc1nnc(COc2cccc3ccccc23)o1	-16	-3	108	105	3	3	2	87
CCC(=O)OCCn1c(=O)c2cc3c(=O)n(CCOC(=O)CC)c(=O)c3cc2c1=O	4	10	104	100	-2	-1	2	106
Cc1ccc(C(=O)NCC(=O)OCC(=O)c2ccc3c(c2)NC(=O)CO3)cc1C	-7	-3	96	100	0	0	-3	98
Cc1cccc(OCC(=O)Nc2ccc(N3CCN(C(=O)c4ccco4)CC3)cc2)c1C	4	11	u	u	2	2	-11	u
O=C(c1cccnc1)N1c2ccccc2Sc2ccccc21	-3	-9	101	98	9	-2	-3	106
O=C1CN(C(=O)CSc2nc3ccccc3n2CCc2ccccc2)c2ccccc2N1	-7	3	97	102	-2	2	-5	87
COc1ccc(NC(=O)C23CC4CC(C2)CC(n2cnc(Br)n2)(C4)C3)cc1Cl	-10	-6	108	104	4	51*	-5	106
Cc1ccc(C(=O)n2cnnc2N)cc1	-4	-4	99	99	3	10	-4	106
COc1ccccc1N1CCN(C(=O)c2ccc(Cn3c(=S)[nH]c4cc5c(cc4c3=O)OCO5)cc2)CC1	0	-5	103	103	8	-1	-6	110
CC(C)CCN1CCN(Cc2ccon2)CC1CCO (stereo not given)	12	29	111	104	7	0	3	100
COc1cc(/C=N/NC(=O)c2cc(-c3ccccc3)nc3ccccc23)cc(OC)c1O	-13	-14	105	105	-1	11	2	82
COc1ccccc1NC(=O)Nc1nc(CC(=O)NC2CCCC2)cs1	2	1	88	89	-9	28	9	100
CCN(c1cccc(C)c1)S(=O)(=O)c1c(C)[nH]c(C)c1C(=O)N1CCCCC1	1	14	88	92	6	1	5	77
CC(=O)c1ccc(OCC(=O)Nc2ccccc2C(=O)NC2CC2)cc1	3	-14	112	103	0	15	-1	101
CNCC(=O)N(CC(C)C)c1c(N)n(CC(C)C)c(=O)[nH]c1=O	-6	-8	104	112	3	-1	8	103
Cc1cc(NC(=O)c2cccs2)no1	-10	0	101	98	-9	4	6	85
COCCNC(=O)CSC1=N/C(=C/c2ccc(Cl)c(Cl)c2)C(=O)N1c1ccccc1F	-1	-4	115	105	-6	9	-3	106
COC(=O)C1=C(C)N(Cc2ccc3c(c2)OCO3)C(=O)C1	2	-7	93	94	2	9	-11	110
Cc1ccc(-c2csc(NC(=O)CN3CC(C)OC(C)C3)n2)cc1 (stereo not given)	5	2	106	103	0	15	-6	101

Full records as entered above. Order of values: EBNA-1 inhibitor | ZTA DNA inh | MEP2 TOR yeast | RPL19A TOR yeast | procasp7 counter | AHR activator | procasp3 activ | LAP4 TOR yeast
`Cc1ccc(-c2csc(NC(=O)CN3CC(C)OC(C)C3)n2)cc1` (stereo not given) reads 5 | 2 | 106 | 103 | 0 | 15 | -6 | 101
`CC(=O)c1ccc(OCC(=O)Nc2ccccc2C(=O)NC2CC2)cc1` reads 3 | -14 | 112 | 103 | 0 | 15 | -1 | 101
`Cc1cc(NC(=O)c2cccs2)no1` reads -10 | 0 | 101 | 98 | -9 | 4 | 6 | 85
`COCCNC(=O)CSC1=N/C(=C/c2ccc(Cl)c(Cl)c2)C(=O)N1c1ccccc1F` reads -1 | -4 | 115 | 105 | -6 | 9 | -3 | 106
`COc1cc(/C=N/NC(=O)c2cc(-c3ccccc3)nc3ccccc23)cc(OC)c1O` reads -13 | -14 | 105 | 105 | -1 | 11 | 2 | 82

Continuation:
SMILES	EBNA-1 inhibitor	ZTA DNA inh	MEP2 TOR yeast	RPL19A TOR yeast	procasp7 counter	AHR activator	procasp3 activ	LAP4 TOR yeast
O=[N+]([O-])c1cc(S(=O)(=O)N2CCCCC2)ccc1NCCCN1CCOCC1	1	16	97	97	15	0	-5	96
CCOC(=O)N1CCN(C(=O)c2ccc(N3CCCC3=O)cc2)CC1	0	-24	109	104	0	0	-5	106
C#CCOCCOCCOCCNc1nc(N2CCN(C(=O)CCCCCCCCCCNC(=O)[C@H](CCCN=C(N)N)n3cc(C[C@@H](C)CC)nn3)CC2)nc(N2CCN(C(=O)CCCCCCCCCCNC(=O)[C@@H]([C@H](C)CC)n3cc(CCCCCN)nn3)CC2)n1	1	161*	92	70	6	-4	2	193*
COc1ccc(C(=O)NCCNc2nc3ccc(C)cc3cc2C#N)cc1OC	-2	-10	110	105	-3	10	-6	114
CCOC(=O)CCc1c(C)c2ccc(OCC(=O)N3CCOCC3)c(C)c2oc1=O	-1	7	102	102	2	-2	-3	101
O=C(Nc1ccccc1C(=O)N1CCCC1)c1ccc(Cl)cc1Cl	1	-5	106	102	5	3	-8	95
COc1ccc2c(C)cc(SCC(=O)Nc3ncc(Cl)cc3Cl)nc2c1	12	0	107	103	2	10	-11	98
O=C(O)CNc1ccccc1C(=O)O	8	10	108	116	-7	2	-2	100
CCOC(=O)N1CCN(c2c(NCc3ccccc3OC)c(=O)c2=O)CC1	11	10	91	96	13	32	1	95
O=C(NCc1ccc2c(c1)OCO2)C1CCN(c2nccc(C(F)(F)F)n2)CC1	-1	4	97	101	6	-1	-2	111
Cc1cc(/C=C2\NC(=S)NC2=O)c(C)n1-c1cccnc1	6	6	92	97	1	100*	8	99
Nc1ccc([N+](=O)[O-])cc1C(=O)NNC(=O)c1ccco1	7	20	99	96	3	2	-13	112
O=C1OCCC1Sc1nc2ccccc2[nH]1 (stereo not given)	-4	-15	101	100	1	3	1	102
O=C1CC[C@@H](CN(Cc2ccccn2)Cc2nc(-c3ccc(C(F)(F)F)cc3)no2)N1	-6	-12	105	104	3	8	6	101
COCC(=O)Nc1sc2c(c1C(=O)OC)CCC(C)C2 (stereo not given)	3	-1	98	102	14	8	-1	103
N#CCCN1CCN(S(=O)(=O)c2ccc(S(=O)(=O)NC3CCCCC3)cc2)CC1	0	-9	107	103	-4	0	11	101
COc1ccc(OC)c2sc(N3CCN(C(=O)c4ccc5ncsc5c4)CC3)nc12	8	13	103	102	-9	5	-6	113
COc1ccc(OC)c(/C=C(\C)C(=O)c2c(C)cc(C)[nH]c2=O)c1	-14	-2	107	102	-5	10	-17	105
CCN1CCN(CC(O)COc2ccc(C)c(C)c2)CC1 (stereo not given)	-14	-3	101	90	0	1	11	97
CCC(C)NC(=O)CS(=O)Cc1nc(-c2ccccc2C)oc1C (stereo not given)	-4	10	87	91	0	-1	-2	92
CC(=O)c1c(C)[nH]c(C(=O)COC(=O)C2CC2)c1C	1	16	98	99	0	-1	5	101
Cc1ccccc1C(=O)Nc1ccccc1NC(=O)c1ccccc1Br	7	11	105	105	-3	1	1	99
COc1ccc(OC)c(NC(=O)c2cn(C)c(=O)c3cc(OC)c(OC)cc23)c1	7	-3	115	99	3	4	6	102
COc1ccc(N(C(=O)c2cccnc2)S(=O)(=O)c2cccs2)cc1	9	6	97	98	4	-1	-5	106
Cn1nc(-c2ccccc2)c(C#N)c1Sc1cccc(Cl)c1	0	1	100	104	2	-3	0	97
Cc1ccc(NC(=O)N2CCCC2C(=O)NCC2CCCO2)cc1 (stereo not given)	-3	-6	96	94	8	-1	8	98
C#CCN(CC=C)C(=O)c1ccc(OC2CCN(S(=O)(=O)N(C)C)CC2)cc1	-5	-8	107	99	2	3	2	96
COc1ccc(CNc2oc(-c3cccc4ccccc34)nc2C#N)cc1	7	-9	106	100	15	4	11	106
COc1ccc(NC(=O)C2CCN(S(C)(=O)=O)CC2)cc1Cl	-4	6	114	112	-5	2	2	116
O=C(Nc1ccc(NS(=O)(=O)c2ccccc2)cc1)c1ccccc1	16	-8	106	103	9	-1	4	97
CCOC(=O)c1cc2n(n1)C(C(F)(F)F)CC(C)N2 (stereo not given)	-7	-15	95	97	8	0	-1	103
